WRN inhibitor = blocks human WRN helicase. 0.46% of 360,000 active. Q14191. WRN helicase unwinding, fluorescent forked duplex, kinetic. Potency, µM (top dose mostly 114 µM), inactives show at the top dose activity change, negative = inhibition, actives largely listed as inhibitors; also: potency is read from the fitted curve at half-maximal effect; % is scaled to controls: 0 for no effect and ±100 for the full control effect; nearly all actives have a fitted effect of over 55% in size
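Kinetic fluorescence helicase assay: unwinding of a quenched forked DNA duplex (100 nM final) with 2 mM ATP final raises red fluorescence (525/598 nm). Compounds sat 15 min at room temperature with 20 nM WRN beforehand.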
GLP-1R agonist = agonists of human GLP-1 receptor. HEK293 GLP-1R CRE-luciferase, luminescence, 4-6 h; cells express a hypersensitive GLP-1R form. P43220. 0.007% of 380,000 active. Potency, µM (series often up to 45.6 µM), for inactives: at the highest dose activation, hits mostly activators; also: potency is read from the fitted curve at half-maximal effect; % of control where 0% means no effect
PLK1 PBD inh = blocks phosphopeptide binding to human PLK1 polo-box domain; P53350; Potency, µM, for the others: max response, negative = inhibition, hits mostly inhibitors; AID 720504; Plk1 PBD binding of FITC phosphopeptide, fluorescence polarization; 2.8% of 360,000 active; also: potency is read from the fitted curve at half-maximal effect; series mostly up to about 57 µM; % is scaled to controls: 0 for no effect and ±100 for the full control effect; nearly all actives have a fitted effect of over 65% in size
Target sequence (P53350 whole entry, looked up, the tested form may be a part): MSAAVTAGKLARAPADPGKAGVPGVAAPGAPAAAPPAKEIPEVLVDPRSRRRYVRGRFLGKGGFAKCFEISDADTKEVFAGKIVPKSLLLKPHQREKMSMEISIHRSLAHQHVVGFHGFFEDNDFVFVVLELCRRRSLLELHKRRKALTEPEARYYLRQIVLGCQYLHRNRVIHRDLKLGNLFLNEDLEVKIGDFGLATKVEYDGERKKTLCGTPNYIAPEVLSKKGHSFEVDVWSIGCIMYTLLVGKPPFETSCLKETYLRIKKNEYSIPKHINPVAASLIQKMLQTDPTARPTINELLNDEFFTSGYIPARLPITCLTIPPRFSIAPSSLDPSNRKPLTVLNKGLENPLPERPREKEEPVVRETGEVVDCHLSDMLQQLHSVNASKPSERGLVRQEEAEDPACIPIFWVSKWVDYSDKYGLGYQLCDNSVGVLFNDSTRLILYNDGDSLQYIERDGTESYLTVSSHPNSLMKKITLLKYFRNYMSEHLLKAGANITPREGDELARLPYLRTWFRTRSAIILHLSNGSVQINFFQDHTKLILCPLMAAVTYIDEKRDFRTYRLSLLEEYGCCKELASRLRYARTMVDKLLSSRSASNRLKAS
PI5P4K alpha inh = blocks human PI5P4K alpha kinase activity. P48426. PI5P4Kalpha enzyme, ADP-Glo luminescence, 60 min; active compounds read low. max response, %. 1.2% of 330,000 active. AID 652105; active = max response of -50% or lower; inconclusive = between -30% and -50%; inactive = -30% or higher; also: value at the top dose of about 77 µM; % is scaled to controls: 0 for no effect and ±100 for the full control effect
Target sequence (P48426 whole entry, looked up): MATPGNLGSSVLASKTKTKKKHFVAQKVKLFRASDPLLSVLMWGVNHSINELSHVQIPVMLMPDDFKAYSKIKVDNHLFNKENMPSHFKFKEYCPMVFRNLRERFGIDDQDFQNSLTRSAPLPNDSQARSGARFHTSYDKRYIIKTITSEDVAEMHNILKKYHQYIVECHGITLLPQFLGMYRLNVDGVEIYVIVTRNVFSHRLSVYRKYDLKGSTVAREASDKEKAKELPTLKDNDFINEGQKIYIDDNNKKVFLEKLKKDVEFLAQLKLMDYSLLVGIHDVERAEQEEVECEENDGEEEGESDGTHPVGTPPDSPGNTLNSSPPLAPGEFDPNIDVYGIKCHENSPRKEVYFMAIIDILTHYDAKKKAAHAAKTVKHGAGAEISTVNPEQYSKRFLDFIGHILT
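Luminescence from ADP-Glo served as readout of PI5P4Kalpha activity in a qHTS format. Reaction: enzyme, substrate, compound, ATP at 5 microM final, 60 min at RT.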
GLP1R inv ag = GLP-1 receptor (human) inverse agonism. AID 624417. P43220. Potency, µM (doses to about 38.3 µM), for the others: top-dose activity change, negative = inhibition, usual class: inhibitors. 1.6% of 410,000 active. HEK293 GLP-1R CRE-luciferase, luminescence, 24 h; GLP-1R form is constitutively active; also: potency is read from the fitted curve at half-maximal effect; % is scaled to controls: 0 for no effect and ±100 for the full control effect; nearly all actives have a fitted effect of over 55% in size
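Stable HEK293 clone (constitutively active GLP-1R + cAMP-response luciferase); 200 cells/uL plated, 12 h pre-culture, compound 24 hr, 37 deg C/5% CO2; detection reagent 12 min RT; luminescence.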
D3 antag = D3 dopamine receptor (human) antagonism; D3R cells, DiscoveRx beta-arrestin luminescence, antagonist mode; active compounds read low; max response, negative = inhibition, %; 2.5% of 360,000 active; AID 652054; in the data active = max response below about -50%; inconclusive = no clear call, values can overlap the other calls; also: % is scaled to controls: 0 for no effect and ±100 for the full control effect; mostly tested at two doses, the higher about 12 µM
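Cells expressing the human receptor were seeded at 1500 cells/well, incubated overnight at 37 degrees C in 5% CO2, then exposed to library compounds with dopamine controls for 90 minutes at 37 degrees C before luminescent detection.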
IL-2 act = activators of IL-2 | IL-2 activation reporter assay, cell-based qHTS; stimulated with anti-CD3/CD4/CD28 beads; in transgenic mouse T cells | activation, % (series mostly up to about 46 µM) | 0.065% of 360,000 active; in the data active = activation above about 50%; inconclusive = mostly about 30% to 49%; also: 0% is about no effect
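First, unstimulated transgenic mouse T cells were exposed to compound for 60 min. Next, anti-CD3/anti-CD4-coated beads with anti-CD28 were added. Finally, after 18 h at 37 degrees C, EGFP and DsRed were imaged.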
HEK293 tox = cytotoxicity counter-screen for GLP-1 receptor inverse agonists; HEK293 cAMP-luciferase reporter cells, luminescence, 24 h; Potency, µM (highest dose often 38.3 µM), for inactives: at the highest dose activity change, negative = inhibition, actives largely listed as inhibitors; 0.13% of 410,000 active; AID 624418;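 also: loss of luciferase light is scored as toxicity; potency is read from the fitted curve at half-maximal effect; % is scaled to controls: 0 for no effect and ±100 for the full control effect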
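Seeding density was 200 cells/uL; after overnight-length (12 h) culture, 23 nL compounds went on for 24 h at 37 °C. Readout used a luciferase detection reagent, luminescence taken after 12 min at room temperature.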
DRD3 agonist = activates the human D3 dopamine receptor. 0.58% of 410,000 active. D3R DiscoveRx beta-arrestin cells, luminescence, 90 min. P35462. max activation, %; in the data active = max activation above about 30%; also: 0% is about no effect; mostly tested at two doses, the higher about 12 µM
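Agonist mode: compounds and dopamine controls were applied to plated cells for 90 min at 37 degrees C after an overnight attachment at 1500 cells/well. Luminescent read-out followed 30 - 60 minutes at room temperature with DiscoveRx detection reagent.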
Active calls of the source: *; u = inconclusive; x = no result given; & = joins results of further samples; [ ] = remark or other dose. Unless noted, calls follow the shape of the dose curve; as a rule, active = well fitted curve in the direction sought with a large enough effect; inconclusive = small, poorly fitted or top-dose-only effect, or another doubt; inactive = no such curve, though single readings can be large; an effect the other way counts as inactive or inconclusive.

Values run as follows: GLP-1R agonist, GLP1R inv ag, HEK293 tox, IL-2 act, D3 antag, PLK1 PBD inh, WRN inhibitor, DRD3 agonist, PI5P4K alpha inh
> COc1ccc(S(=O)(=O)N2CCOCC2)cc1NC(=O)CCOc1ccc(C(C)(C)C)cc1
 : 5%, u, -3%, -0.7, 28, -2%, -11%, 6, -3
> COc1ccc(OC)c(C2NC(=O)NC(C)=C2C(=O)Nc2cc(C)cc(C)c2)c1 (centres undefined)
 : 0%, 12%, 2%, x, x, x, x, 3, x
> COc1ccccc1NC(=S)N1CCC(NC(=O)NC23CC4CC(CC(C4)C2)C3)CC1
 : -5%, -24%, 11%, -0.1, 20, u, -11%, -4, x
> O=C(NC(=S)N1CCN(Cc2ccccc2)CC1)c1cccnc1
 : 6%, 15%, -22%, -3.7, 12, -4%, 5%, 0, -6
> COc1ccccc1N(CC(=O)N1CCC(C(N)=O)CC1)S(=O)(=O)c1ccccc1
 : 7%, 9%, -3%, 1.7, 13, -9%, -6%[11.6 µM], 19, -75*
> O=C(Cc1ccc([N+](=O)[O-])cc1)NCc1cccnc1
 : -6%, 24%, 16%, -0.2, -10, -13%, -20%, 0, -4
> O=P(CCO)(c1ccccc1)c1ccccc1
 : 5%, 19%, 7%, -0.4, 1, -27%, -1%, 7, -9
> C[C@@H]1CN([C@@H](C)CO)C(=O)CCCn2nncc2CO[C@H]1CN(C)C(=O)Nc1ccc2c(c1)OCO2
 : -8%, 0%, -1%, 1.0, -1, 7%, 2%, 4, 2
> COc1ccc2cc(CN(Cc3ccco3)C(=S)NCC3CCCO3)c(=O)[nH]c2c1 (centres undefined)
 : 5%, 9%, 6%, -2.8, -3, -10%, 5%, 2, -2
> Cc1ccc2nc(NS(C)(=O)=O)sc2c1
 : -4%, 19%, -6%, 0.6, 1, 6%, -2%, 5, -5
> CCOC(=O)c1cnn(CCOC(=O)c2ccccc2F)c1NC(=O)c1ccccc1F
 : 6%, 4%, -1%, -3.0, 24, -4%, 3%, -3, 3
> Cc1[nH]c(=O)[nH]c(=O)c1/C=C/C(=O)O
 : 1%, -1%, 1%, -1.9, 35, 4%, 2%, -2, u
> COc1ccccc1C(=O)COC(=O)C1CCN(S(=O)(=O)c2ccccc2)CC1
 : -7%, -17%, -17%, -3.8, 0, 2%, 2%, 6, 3
> Cn1c(C(=O)NC2CC2)cc2c(=O)n(C)c3ccccc3c21
 : -1%, 38%[activator], 0%, -2.9, -22, -16%, -2%, 1, 0
> O=C(O)CCN1C(=O)c2ccccc2C1=O
 : 1%, -1%, -3%, 0.2, 4, 4%, -1%, 2, 0
> CC(C)C[C@@H](CC#N)N1CCN(Cc2ccccc2)CCC1=O
 : 5%, -6%, 0%, 0.2, 0, -12%, 0%, 7, 2
> O=C1NC(c2ccccc2Cl)=N/C1=C/c1ccco1
 : 5%, 24%, 0%, 5.9, -6, -6%, -8%[11.6 µM], -3, u
> Cc1ccc(S(=O)(=O)N2CCC(=O)N(C(COCc3ccc(Cl)cc3Cl)Cc3ccccc3)CC2)cc1 (centres undefined)
 : 6%, -5%, 1%, -0.6, -28, -9%, 2%, 3, -17
> Cc1ccc(S(=O)(=O)N(C)C)cc1NC(=O)COC(=O)c1sc2cc(Cl)ccc2c1Cl
 : -1%, 4%, 5%, -0.7, 6, 6%, 0%, -1, 5
> C=CCn1c(C)cc(C(=O)CN2NS(=O)(=O)c3ccccc3C2=O)c1C
 : 7%, u, -20%, -1.3, 26, 0%, -6%, 1, 8
> CCCN1Cc2cc(OC)ccc2-c2ccccc2S1(=O)=O
 : 2%, -14%, 1%, -0.3, 6, -1%, -3%, -8, 7
> CCOc1ccc(CNC(=O)CCS(=O)(=O)c2ccc3c(c2)oc(=O)n3C)cc1
 : -2%, -6%&4%, 5%&-6%, -0.1, 2, -10%, -4%, -2&-7, -1
> CC1CC(C)CN(S(=O)(=O)c2ccc(C(=O)NCc3ccco3)cc2)C1 (centres undefined)
 : 5%, u, 2%, -4.9, -6, -8%, -20%, 1, -11
> COc1ccc(/C(N)=N/OC(=O)CCCc2ccccc2)cc1OC
 : 12%, 2%, -7%, 0.9, 11, 1%, -9%, -2, 29
> O=C(O)c1cnc(N2CCOCC2)nc1
 : 2%, 0%, 3%, 0.8, -20, -13%, 3%[57.1 µM], -8, 8
> OCc1ccnc(Cl)c1
 : -22%, 3%, 22%, -0.8, 14, -11%, 14%, 4, 3
> C=CCOc1ccc(CNCCO)cc1OCC
 : 2%, 16%, 0%, 1.8, -24, -9%, -34%[57.1 µM], -8, 1
> CCOc1ccc(NC(=O)c2cccc(S(=O)(=O)Nc3c(C)n(C)n(-c4ccccc4)c3=O)c2)cc1
 : 3%, -7%, -9%, -0.2, 1, 8%, 0%, -13, -4
> Cc1ccc(NS(=O)(=O)c2ccc(NC(=O)C3CC3)cc2)c(C)c1
 : 3%, u, -8%, -0.6, 6, 2%, 5%, -2, -1
> CCOc1ccc(N(C(=O)CNS(=O)(=O)c2ccccc2)C(CC)C(=O)NCc2ccco2)cc1 (centres undefined)
 : 2%, -19%, 20%, 3.3, -28, -3%, -2%, -12, -1

Values run as follows: GLP-1R agonist, GLP1R inv ag, HEK293 tox, IL-2 act, D3 antag, PLK1 PBD inh, WRN inhibitor, DRD3 agonist, PI5P4K alpha inh
> COC(=O)N(NC(=O)C(O)(c1ccccc1)c1ccccc1)c1ccc(C)cc1
 : -10%, u, -21%, -0.4, 11, 2%, -10%, -2, -3
> C[C@H]1CN([C@@H](C)CO)C(=O)CCCn2nncc2CO[C@@H]1CN(C)S(=O)(=O)c1cn(C)cn1
 : 2%, 14%, -1%, -1.6, 14, -3%, -4%, 5, 3
> CCCCCn1c(Br)nc2c1c(=O)n(CC(N)=O)c(=O)n2C
 : 9%, 3%, -3%, -2.5, 19, -2%, 5%, 1, 3
> COc1ccc(C(=O)CSc2nnc3n2CCCN3C(=O)Nc2ccccc2)cc1
 : 5%, 7%, 6%, -0.5, 13, 5%, -20%, -3, 6
> CCCCC(=O)Nc1nnc(S(=O)(=O)N2CCCc3ccccc32)s1
 : -2%, u, 0%, -2.6, u, -1%, 2%, -5, 0
> OC[C@@H]1CN(Cc2ccc(Cl)cc2)C[C@H](n2cnc3c(NCc4ccc(F)cc4)ncnc32)O1
 : -7%, u, -7%, -0.6, 20, -3%, -3%, -4, 1
> COc1ccc(CNC(=O)CN2C(=O)NC(C)(c3cccc(Br)c3)C2=O)cc1 (centres undefined)
 : 5%, -38%, 0%, -2.2, -12, 0%, -2%, 3, -3
> Cc1cccc(NC(=O)CCCc2ccccc2)c1
 : -2%, -3%, 0%, 0.4, 4, 1%, 5%, 7, -3
> O=C(NCc1ccccc1)C(c1cccnc1)N(C(=O)c1ccccn1)c1cccc(F)c1 (centres undefined)
 : 3%, 4%, 3%, 0.2, 9, -6%, 9%, -6, 6
> CC(CC(=O)NCCc1ccc(S(N)(=O)=O)cc1)c1ccccc1 (centres undefined)
 : -2%, 0%, 3%, 1.3, -8, -7%, 8%, -4, -11
> O=C(NCc1ccncc1)[C@@H]1CCCN1C(=O)[C@H]1CCCN1C(=O)c1ccccc1
 : 23%, -2%, -3%, -0.9, 20, -8%, -3%, 4, 0
> CCOC(=O)CSc1nc2ccccc2n2cnnc12
 : -7%, 0%, 1%, -0.7, -51*, -12%, -11%, -9, x
> CC(=O)Nc1ccc(NC(=O)N(c2ccccc2)c2ccccc2)cc1
 : 6%, -10%, 1%, 0.5, -6, -5%, -3%, 0, 3
> COc1ccccc1/C=C/C(=O)OCCN1CCOCC1
 : 0%, 47%[activator], 21%, 0.2, 5, -1%, -8%, -6, -6
> Cc1cccc(CCNC(=O)C2CCN(S(=O)(=O)N3CCOCC3)CC2)c1
 : -9%, -3%, 1%, 0.0, 25, 9%, -8%, 2, -4
> O=C(NCCNC(=O)c1ccccc1F)c1ccccn1
 : 0%, 5%, 5%, 0.1, 1, -3%, 8%, 1, -10
> O=C(NNC(=O)C1CCCCC1)c1cnccn1
 : -17%, -1%, 0%, 0.5, -4, -6%, -7%, 6, x
> COc1ccc(CCNC(=O)C2CCN(C(=O)c3cccs3)CC2)cc1
 : -1%, -5%, -5%, 2.1, 2, 0%, 3%, 2, -3
> O=[N+]([O-])c1ccc(Oc2ccc(S(=O)(=O)N3CCOCC3)cn2)cc1
 : -12%, -1%, -11%, -2.9, -20, -12%, 11%, -1, 3
> CCC(=O)Nc1nnc(S(=O)(=O)N(C)c2ccccc2)s1
 : -5%, 8%, 3%, -3.4, 8, 2%, -5%, -11, -3
> O=C(Cc1ccc([N+](=O)[O-])cc1)Nc1ccc2c(c1)OCO2
 : 5%, 5%, -5%, 0.8, -28, -8%, -14%, -9, -5
> Cc1ccc(CN2CCN(Cc3ccon3)CC2CCO)cc1 (centres undefined)
 : 14%, 5%, 1%, 1.7, -20, -6%, 5%, -15, 1
> CC1=C(C(=O)OCc2ccccc2)C(c2ccc(-c3ccccc3)cc2)NC(=O)N1CCCCCC(=O)O (centres undefined)
 : -3%, 10%, -24%, 0.4, -1, u, -12%, -12, -5

Arranged by number of heavy atoms (low to high): some entries from above.
Values run as follows: GLP-1R agonist, GLP1R inv ag, HEK293 tox, IL-2 act, D3 antag, PLK1 PBD inh, WRN inhibitor, DRD3 agonist, PI5P4K alpha inh
> Cc1cccc(NC(=O)CCCc2ccccc2)c1
 : -2%, -3%, 0%, 0.4, 4, 1%, 5%, 7, -3
> CCOC(=O)CSc1nc2ccccc2n2cnnc12
 : -7%, 0%, 1%, -0.7, -51*, -12%, -11%, -9, x
> CC1=C(C(=O)OCc2ccccc2)C(c2ccc(-c3ccccc3)cc2)NC(=O)N1CCCCCC(=O)O (centres undefined)
 : -3%, 10%, -24%, 0.4, -1, u, -12%, -12, -5

Screens (PubChem BioAssay)
